PMI act = activators of human phosphomannose isomerase; P34949; purified human PMI, coupled resazurin fluorescence, 20 min; stronger effect = higher value; 1 = vehicle control, 0 substrate-free wells; activation factor at 20 µM; 190,000 tested, 0.005% active; AID 1214;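 active = activation factor of 2 or more at 20 µM, relative to plate controls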
Target sequence (P34949 whole entry, looked up): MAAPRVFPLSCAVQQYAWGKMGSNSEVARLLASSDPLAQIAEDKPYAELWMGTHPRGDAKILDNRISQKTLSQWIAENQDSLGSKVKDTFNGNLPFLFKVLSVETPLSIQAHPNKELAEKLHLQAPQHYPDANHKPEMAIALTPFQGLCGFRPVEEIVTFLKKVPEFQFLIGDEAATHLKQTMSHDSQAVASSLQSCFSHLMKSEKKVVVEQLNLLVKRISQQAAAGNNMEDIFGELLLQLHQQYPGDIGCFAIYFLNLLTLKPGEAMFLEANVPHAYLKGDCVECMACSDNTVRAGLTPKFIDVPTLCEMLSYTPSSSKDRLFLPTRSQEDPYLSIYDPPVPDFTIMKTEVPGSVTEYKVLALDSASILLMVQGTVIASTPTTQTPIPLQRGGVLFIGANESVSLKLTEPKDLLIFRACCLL
DTT redox prof = compounds producing H2O2 with reducing agent – biochemical, NIH compound library profiling, artefact control for MLSCN library redox annotation, primary screen; DTT-dependent redox cycling H2O2, phenol red/HRP absorbance; 100% = 100 µM peroxide control, 0% = buffer; activation, % at 10 µM; 200,000 tested, 0.03% active;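 active = activation of at least 50% relative to the plate's high and low controls in the primary single-dose screen; inactive = activation below 50%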;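 note: compound incubated with DTT at 0.8 mM final as the reducing agent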
TNAP inh hi DEA = inhibitors of human TNAP at high phosphate acceptor concentration | P05186 | purified TNAP, CDP-star luminescence, 1 M DEA | inhibition, % at 20 µM | 200,000 tested, 0.03% active | AID 1135;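 active = over 50% inhibition of tissue-nonspecific alkaline phosphatase at 20 µM in the single-dose screen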;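 note: plate controls were DMSO wells for no effect and EDTA-quenched wells as full inhibition for full effect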
Target sequence (P05186 whole entry, looked up): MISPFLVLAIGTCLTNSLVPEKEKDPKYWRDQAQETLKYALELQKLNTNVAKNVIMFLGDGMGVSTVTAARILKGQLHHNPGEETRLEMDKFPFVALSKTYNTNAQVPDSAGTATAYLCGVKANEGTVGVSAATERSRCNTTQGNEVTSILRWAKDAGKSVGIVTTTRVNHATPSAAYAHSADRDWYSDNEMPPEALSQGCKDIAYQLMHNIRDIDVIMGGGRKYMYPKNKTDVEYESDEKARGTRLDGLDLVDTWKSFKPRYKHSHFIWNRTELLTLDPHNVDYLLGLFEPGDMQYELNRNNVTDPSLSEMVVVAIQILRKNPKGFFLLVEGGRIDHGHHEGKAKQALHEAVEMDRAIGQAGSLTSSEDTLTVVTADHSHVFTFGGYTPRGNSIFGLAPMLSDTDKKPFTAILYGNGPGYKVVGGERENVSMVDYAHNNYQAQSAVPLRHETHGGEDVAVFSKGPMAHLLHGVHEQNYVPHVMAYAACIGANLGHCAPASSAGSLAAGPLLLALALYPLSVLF
PMI act hi M6P = increases human PMI activity with near-saturating mannose 6-phosphate; 190,000 tested, 0.34% active; activation factor at 20 µM; P34949; coupled PMI enzyme assay, resazurin fluorescence, 20 min; stronger effect = higher value; 1 = untreated enzyme, 0 = substrate-free blank;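 active = activation factor of 2 or more at 20 µM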
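Technique: Diaphorase-driven resazurin-to-resorufin fluorescence, excitation 544, emission 590 nm | Assay system: Human PMI in coupled enzyme assay | Times: Enzyme reaction with compound 20 min at room temperature | Medium: HEPES-buffered pH 7.4 with magnesium and detergent | Reagent: Mannose-6-phosphate 1.0 mM (near-saturating) plus 0.22 mM NADP+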
S1P3 antagonist = antagonists of human S1P3 receptor; Q99500; inhibition, % at 4.98 µM; CHO S1P3 NFAT-BLA reporter, FRET fluorescence, antagonist mode; 170,000 tested, 0.27% active; AID 485;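 active = inhibition above the plate cutoff, the mean inhibition of test wells on that plate plus 3 SD, cut at about 28% in these data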;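 note: cells challenged with S1P at its EC80 of 0.8 µM; blue over green emission ratio from cleaved BLA substrate after 4 h stimulation; 0% = S1P-stimulated wells and 100% = unstimulated DMSO-only wells; some compounds past the cut are filed as inactive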
L major viab = Leishmania major promastigote growth inhibition; Leishmania major promastigotes, resazurin fluorescence viability; inhibition, % at 10 µM; 200,000 tested, 9% active; in the data active = inhibition above about 50%;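 note: promastigotes grown with compound for 44 hours at 28 °C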
Hsp70 act = switches on Hsp70 transcription | 200,000 tested, 0.04% active | HeLa Hsp70 promoter luciferase reporter, luminescence; scaled: vehicle 0, proteasome-inhibitor control 100% | activation, % at 10 µM | AID 1203;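 active = activation above the mean across all tested compounds plus 3 SD, cutoff set per campaign, cut at about 5.5% in these data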;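 note: 100% = MG132 at 30 µM as the positive control and 0% = DMSO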
Efa HMGR inh = blocks class II HMG-CoA reductase of Enterococcus faecalis; purified E. faecalis HMGR, NADPH absorbance 340 nm kinetic; inhibition, % at 10 µM; 190,000 tested, 0.41% active; AID 1066;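 active = inhibition above a set limit, the median over all tested compounds plus 3 SD, cut at about 9.5% in these data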;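 note: enzyme runs in reverse so mevalonate oxidation gives rising NADPH absorbance; 0% = complete reaction with DMSO and 100% = background rate lacking mevalonate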
RAM network inh = inhibitors of the yeast RAM network | 190,000 tested, 1.8% active | inhibition, % at 50 µM | S. cerevisiae dse1pr::URA3 reporter, 5-FOA growth OD615, 2 d; analog-sensitive cbk1-as2 kinase mutant strain | AID 868;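 active = inhibition above a set limit, 3 SD over mean compound inhibition, cut at about 8.4% in these data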;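 note: 0% = DMSO-only wells with no growth and 100% = 10 µM 1-NA-PP1 full growth; inhibition rescues growth on 5-FOA so higher OD means more RAM inhibition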
TNAP inh no acc = blocks human TNAP activity with no phosphate acceptor present | 200,000 tested, 0.26% active | AID 1012 | purified TNAP, CDP-star luminescence, 30 min | inhibition, % at 20 µM;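 active = tissue-nonspecific alkaline phosphatase inhibition above about 50% at 20 µM in the single-dose screen, limit read from the data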;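 note: 0% = DMSO negative control and 100% = EDTA positive control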
* marks the source's active call; other numbers are inactive results; nt = not tested or not shown.

SMILES	PMI act	DTT redox prof	TNAP inh hi DEA	PMI act hi M6P	S1P3 antagonist	L major viab	Hsp70 act	Efa HMGR inh	RAM network inh	TNAP inh no acc
C(=N\n1cnnc1)/c1cccs1	1	-0.6	-2	1	nt	2	0.1	0	0.4	-1
COc1cc2nc(SCC(=O)NCc3ccco3)n(Cc3ccc(Cl)cc3)c(=O)c2cc1OC	1.1	-2.7	-5	1.1	nt	-4	0.0	-3	6.9	-16
c1nc(N2CCOCC2)c2c3c(sc2n1)CCCC3	1	2.6	-1	1	9	-2	-0.1	-10	-0.3	-9
OC(CN1CCN(c2cccc(C(F)(F)F)c2)CC1)c1c[nH]c2ccccc12 (stereo unspecified)	0.8	1.4	-5	0.9	0	41	-0.5	-6	1.2	-2
Cc1cccc(/C=N/NC(=O)c2cc3c(s2)-c2ccccc2CC3)c1	1	-0.3	-3	1	nt	-8	-0.2	-3	0.9	9
Cn1c(NC(=O)Cc2cccc3ccccc23)cc(=O)n(C)c1=O	0.9	0.0	2	0.9	5	0	-0.1	4	0.1	-2
O=C(NC1=NCCCCC1)c1cccc2ccccc12	1.1	-0.6	-7	1.1	-32	-5	0.1	0	0.1	-26
Cc1ccccc1C(=O)N1CCN(c2ccc(NC(=S)NC(=O)c3cccs3)cc2)CC1	0.8	0.0	4	0.8	16	21	-0.6	-6	5.7	4
COCCn1nnnc1C(c1cccc(C#N)c1)N1CCCCCC1 (stereo unspecified)	1	2.3	-1	1.1	-22	-1	-0.2	-1	1.0	-11
CCn1c(SCC(=O)NNC(=O)c2ccc(OC)cc2)nnc1-c1ccco1	nt	0.1	2	nt	-11	-4	-0.4	3	0.4	-115
O=C(Nc1ccc(N2CCCC2)c(Cl)c1)c1cccs1	0.9	-0.6	-6	0.9	13	6	0.0	-5	3.4	-9
CCOc1ccccc1-n1cnc2cc(C(=O)NCc3ccco3)ccc21	1	1.4	2	1	31	0	-0.1	-8	0.4	-6
CC(/C=N/NC(=O)c1cccnc1)=C\c1ccccc1	1	0.0	1	0.5	14	6	0.1	-4	0.1	-148
Cc1cc(Cl)ccc1OCC(=O)NCC(=O)N/N=C/c1ccco1	1.1	-0.1	2	1	12	-5	-0.3	3	2.9	0
CC(C)(C)C1=CC(=O)C(N2CCOCC2)=CC1=O	0.9	0.1	15	0.3	-6	19	-0.2	-10	0.6	0
COc1cc(OC)cc(C(=O)NN2CCCCC2)c1	1	1.7	-6	1	nt	0	0.3	-2	1.9	-16
CCCn1c(SCC(=O)Nc2ccccc2Oc2ccccc2)n[nH]c1=O	1	0.6	-1	1	nt	-2	-0.4	-4	1.0	5
O=C(CCCc1nc(-c2ccccc2)no1)Nc1cccnc1	1	-2.3	0	1	-16	-5	-0.3	-7	1.4	-6
CCC(C)(C)C1CCC(=NNC(=O)c2ccc(Br)o2)CC1 (stereo unspecified)	1	0.1	-7	1	-2	-8	0.0	-6	1.0	0
CCOC(=O)c1cc(-c2cccc([N+](=O)[O-])c2)on1	0.9	4.6	-10	0.9	-7	-4	-0.2	-8	1.5	-13
O=C(Nc1ccon1)c1ccc(OC2CCCC2)cc1	0.9	-0.5	-5	0.9	-6	5	0.0	-5	0.4	-6
Cc1ccc(S(=O)(=O)NCC(=O)N(CC(=O)NCc2ccco2)Cc2ccco2)cc1	0.9	2.4	-4	0.9	4	-5	-0.3	6	-0.2	-8
Cc1onc(-c2c(F)cccc2Cl)c1C(N)=S	1	-0.7	-7	0.9	-4	-4	-0.1	2	1.2	-14
Cc1nn(-c2ccc(C(=O)OC(C)C)cc2)c(C)c1[N+](=O)[O-]	1.1	-0.4	0	1.1	1	9	0.4	-4	7.1	-10
CCOc1ccc(/C=C2/SC(=S)N(C(C(=O)O)c3ccccc3)C2=O)cc1OCC (stereo unspecified)	0.8	0.5	6	0.9	-17	-10	-0.1	-5	13*	3
CCOC(=O)Cn1c2c(c(=N)c3c1CCC3)CCCC2	1.1	-0.5	-8	1	-8	18	-0.3	0	1.4	-2
CCOC(=O)c1c(/N=C/c2cc(C)ccc2O)sc2c1CCC2	0.8	0.1	-3	0.9	-13	3	-0.3	-1	2.1	4
Cc1ccc(C(=O)Nc2ncc3c(Cl)cccc3n2)cc1	0.9	1.5	-3	1	nt	-1	-0.4	1	1.9	-11
CC(=O)c1c(C)nc(-c2ccc(OCC(=O)Nc3cccc(C)c3C)cc2)n1O	1	-0.3	1	0.8	8	9	-0.2	-4	-1.0	-10
O=C(Cc1ccccc1)Nc1cccc(-c2nc3ncccc3o2)c1	1	-2.8	-3	1	47	1	0.6	-3	1.6	-6
CSc1ccccc1NC(=S)N/N=C/c1cccn1Cc1ccc(F)cc1	0.9	-1.6	-3	1	-3	26	-0.2	-1	7.8	-13
COc1ccccc1N1CCN(c2nc3ccccc3nc2C(C#N)C(=O)OC(C)C)CC1 (stereo unspecified)	0.9	2.8	8	0.9	20	37	-0.3	0	5.2	3
CN(C(=O)CSc1nnc(-c2ccco2)n1N)C1CCCCC1	0.9	-2.3	-3	0.9	-4	-5	0.0	0	1.0	-13
O=c1c2cnn(-c3ccc(F)cc3)c2ncn1Cc1cccnc1	1	1.9	-3	1	-29	-3	-0.4	4	-0.8	-7
C1CCC(n2nnnc2CN2CCCC2)CC1	1	2.9	-7	1	-1	-4	-0.2	2	3.5	-10
CCCNC(=S)Nc1cccc(C(F)(F)F)c1	0.9	0.1	-5	1	-80	71*	0.0	-6	-0.7	-9
CCN1CCN(c2cc(C)c3cc(NC(=S)NCc4cccs4)ccc3n2)CC1	0.9	-1.3	-2	0.8	-23	99*	-0.2	-4	-0.4	-8
CC(=O)O/N=C(/C)c1ncc(C(F)(F)F)cc1N1CCOCC1	1	0.3	-8	1	nt	-7	-0.4	1	-0.9	-14
CC(=O)c1cccc(NC(=O)N2CCCC(C(=O)c3cc(F)ccc3F)C2)c1 (stereo unspecified)	0.9	-0.9	-2	1	3	-8	0.0	3	0.0	-4
COc1cccc(C(=O)NC2CCN(CC(=O)Nc3c(C)cc(C)cc3C)CC2)c1	1	-1.0	-4	1	7	-7	0.2	-4	1.2	-12

2 of the compounds above, in markdown.
| SMILES | PMI act | DTT redox prof | TNAP inh hi DEA | PMI act hi M6P | S1P3 antagonist | L major viab | Hsp70 act | Efa HMGR inh | RAM network inh | TNAP inh no acc |
| --- | --- | --- | --- | --- | --- | --- | --- | --- | --- | --- |
| CCCNC(=S)Nc1cccc(C(F)(F)F)c1 | 0.9 | 0.1 | -5 | 1 | -80 | 71* | 0.0 | -6 | -0.7 | -9 |
| CCN1CCN(c2cc(C)c3cc(NC(=S)NCc4cccs4)ccc3n2)CC1 | 0.9 | -1.3 | -2 | 0.8 | -23 | 99* | -0.2 | -4 | -0.4 | -8 |

Continuation:
SMILES	PMI act	DTT redox prof	TNAP inh hi DEA	PMI act hi M6P	S1P3 antagonist	L major viab	Hsp70 act	Efa HMGR inh	RAM network inh	TNAP inh no acc
O=C(NNC(=O)c1ccc(O)cc1O)c1ccc(Cl)cc1	1	2.9	0	1	nt	-7	-0.1	2	2.9	76*
COc1ccc2c(c1)-c1nc(NC(=O)c3ccco3)sc1CC2	0.8	-0.5	2	0.7	5	6	-0.4	-10	-0.1	-2
O=C(NCc1ccc(Cl)cc1)c1cccnc1	1.1	-0.5	-5	1	5	-3	-0.4	-4	2.3	7
Cc1cc(NC(=O)CSc2ccccn2)no1	1.1	0.1	-4	1	0	-9	-0.2	-6	2.4	-7
CCOC(=O)N1CCC(Nc2c(NCCCN(CC)CC)c(=O)c2=O)CC1	1	-1.0	-2	1	nt	-9	-0.3	1	3.0	-12
CCC(=O)N1CCc2cc(S(=O)(=O)NC(C(=O)NCc3ccccc3)C(C)C)ccc21 (stereo unspecified)	1	-1.5	-2	0.9	13	4	0.0	-3	0.5	-11
CCc1ccc(-c2csc(-c3c[nH]c4ccccc34)n2)cc1	0.9	0.0	1	0.9	1	4	-0.1	-3	6.1	2
O=C1C2C(C(=O)N1/N=C/c1ccc(N3CCCCC3)o1)C1C=CC2C12CC2 (stereo unspecified)	0.8	0.6	4	0.7	-8	-5	-0.2	1	-0.5	12
Cc1ccc(/C=[N+](/[O-])C2SC(=S)N(C)C2(C)C)cc1 (stereo unspecified)	0.8	2.9	-1	0.9	nt	0	-0.2	0	1.7	-10
O=C(Cn1cnc([N+](=O)[O-])n1)NCCO	1	0.6	-3	1	-45	-8	-0.3	-1	1.2	-5
Cc1nc2ccc(S(=O)(=O)NCC(=O)N3CCCCC3)cc2s1	1	2.2	2	1	0	1	-0.3	-3	1.9	-10
C=C(C)Cn1c(NCCOC)nc2c1c(=O)[nH]c(=O)n2C	1.1	3.1	-3	1.2	nt	-5	0.7	-4	-0.2	-5
COc1ccc(NC(=O)C(=O)N/N=C/c2cc(C)n(-c3cccc(Cl)c3Cl)c2C)c(OC)c1	1.1	0.1	-6	1.1	nt	1	0.5	-1	1.8	-10
CC(=O)Nc1ccc2c(c1)nc(CCN1CCC(C)CC1)n2C	1	0.1	-7	1	nt	3	-0.1	-5	2.7	-16
O=C1/C(=C\c2cccs2)Sc2ccc3ccccc3c21	0.9	1.9	19	1	-15	-2	-0.1	0	7.6	18
CCOc1ccc(NC(=S)NN2C(C)CCCC2C)cc1 (stereo unspecified)	1.1	0.6	-5	1.2	-4	51*	-0.2	-1	-0.1	0
Fc1cccc(-c2nnn3c2nc(Cl)c2ccccc23)c1	1.1	-0.2	-5	1.1	-8	98*	1.0	2	0.5	-3
CCc1nnc(NS(=O)(=O)c2ccc(NC(=S)NC(=O)/C=C/c3cccs3)cc2)s1	0.8	-0.9	-7	0.9	-8	-3	-0.2	-1	4.7	0
CN(Cc1cccnc1)C(=O)CC1C(=O)NCCN1Cc1ccc(-c2ccccc2)cc1 (stereo unspecified)	1.1	-0.8	-5	0.9	1	15	-0.3	-10	-0.2	-14
CCC/C=N/NC(=O)C1COc2ccccc2O1 (stereo unspecified)	1	-0.9	-2	1	-5	-6	-0.4	-2	-0.6	-13
CCN(CC)S(=O)(=O)c1ccc(N2Cc3ccccc3C2=N)cc1	1	-0.5	1	1	-9	6	1.0	-8	0.4	-7

Compound profiles, from the list above. Screens in order: PMI act, DTT redox prof, TNAP inh hi DEA, PMI act hi M6P, S1P3 antagonist, L major viab, Hsp70 act, Efa HMGR inh, RAM network inh, TNAP inh no acc
CCc1ccc(-c2csc(-c3c[nH]c4ccccc34)n2)cc1 as listed: 0.9, 0.0, 1, 0.9, 1, 4, -0.1, -3, 6.1, 2
CCOC(=O)N1CCC(Nc2c(NCCCN(CC)CC)c(=O)c2=O)CC1 as listed: 1, -1.0, -2, 1, nt, -9, -0.3, 1, 3.0, -12
Cc1ccc(/C=[N+](/[O-])C2SC(=S)N(C)C2(C)C)cc1 (stereo unspecified) as listed: 0.8, 2.9, -1, 0.9, nt, 0, -0.2, 0, 1.7, -10

Screens deposited in PubChem by several laboratories.
